# Assay outcomes: PubChem BioAssay, Broad Institute
# LGR2 antag: inhibitors of bursicon-induced LGR2 CRE-luciferase signal, primary screen, cell-based, HEK293, CRE-luciferase reporter, bursicon stimulation; inhibition, % at 9.99 µM; 380,000 tested, 0.35% active; AID 720647, 2013; Drosophila bursicon receptor LGR2 (rickets); bursicon-stimulated, 4 h;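 active = drop in luminescence signal, shown as inhibition above about 50% in the replicate tests, limit read from the data, passing the limit was not always enough; inconclusive = probably only some replicates passing the limit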;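 also: agonist challenge used bursicon conditioned medium at about half maximal strength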
# miR122 inh: miR-122 Renilla sensor signal increase in Huh7, primary screen, miR-122 inhibitor project, cell-based, single point, plate reader; Huh7 miR-122 Renilla luciferase sensor, 48 h; neutral wells = 0, positive control = 100; activation (reporter increase), % at 12.5 µM; 340,000 tested, 0.3% active; AID 602342, 2012;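 active = mean replicate activation score at least 90 and every replicate individually at or above 90; inconclusive = only one of the two criteria met; inactive = neither criterion met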;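 also: higher luciferase means less miR-122 activity so hits act as miR-122 inhibitors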
# CASP6 VEID inh: human caspase-6 inhibitors, primary screen, biochemical, VEID-R110 fluorescence, single point, set 2; P55212; purified caspase-6, Z-VEID-R110 cleavage fluorescence; inhibition, % at 12.5 µM; 350,000 tested, 0.53% active; AID 686996, 2013;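 active = mean inhibition across replicates at least about 35%, with every replicate also reaching that limit, limit read from the data; inconclusive = only one of the two criteria met; inactive = neither criterion met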;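 also: 0% = median of neutral control wells and 100% = no fluorescence left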
# Target sequence (P55212 24-179 limits assumed): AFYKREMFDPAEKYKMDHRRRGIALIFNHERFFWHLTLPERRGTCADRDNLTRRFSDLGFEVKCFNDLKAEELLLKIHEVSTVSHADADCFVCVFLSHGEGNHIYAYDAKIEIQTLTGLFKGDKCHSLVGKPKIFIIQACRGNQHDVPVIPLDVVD
# Target sequence (P55212 194-293 limits assumed): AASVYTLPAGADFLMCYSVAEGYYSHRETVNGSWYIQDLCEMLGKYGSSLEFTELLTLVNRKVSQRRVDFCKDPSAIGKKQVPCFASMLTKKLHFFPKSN
# FN deposition inh: inhibitors of fibronectin matrix deposition, primary screen, AH1F cells, Alexa488-fibronectin fluorescence, plate reader; AH1F fibroblasts, overnight; inhibition, % at 12.6 µM; 350,000 tested, 0.086% active;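 active = mean inhibition across replicates of 30% or more, regardless of how many single replicates reach that level; inconclusive = mean under 30% yet at least half of replicates reach 30%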;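 also: positive control wells lacked labelled fibronectin entirely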
#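 Material: AH1F fibroblasts assembling fluorescent fibronectin matrix; amount: 10000 AH1F cells/well; medium: DMEM, 2% serum; reagent: Alexa488-fibronectin, 24 nM final in well; dosing: single compound dose, delivered by pin transfer; incubation: 1 h adhesion, overnight exposure; detection: fluorescence after three HBSS washes, excitation 485 nm, emission 525 nm; measure: fibronectin deposition inhibition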
# EWS-Fli inh: EWS/Fli-driven NR0B1 reporter inhibitors, primary screen, A673 cells, NR0B1 luciferase, luminescence, MLPCN library; viability-normalised; inhibition, % at 12.6 µM; 350,000 tested, 0.67% active;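 active = mean inhibition of at least 50% after viability correction, with every replicate also passing that limit; inconclusive = mean reaches 50% but only one of two replicates passes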;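 also: firefly luciferase signal divided by Alamar Blue viability fluorescence both relative to DMSO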
# PAX8 reporter: inhibitors of PAX8-driven TPO luciferase reporter, primary screen, RMG-I cells, single concentration; SteadyGlo, 24 h; inhibition, % at 12.6 µM; 360,000 tested, 1.2% active;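 active = mean replicate inhibition at least 60% with every replicate also reaching 60%; inconclusive = only one of the two criteria is met; inactive = mean below 60% and not all replicates reaching 60%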;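 also: luciferase light reporting Pax8 driven TPO promoter activity; plate controls were median of neutral control wells for no effect and mitoxantrone controls for full effect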
# Cneo AK release: Cryptococcus neoformans cell lysis inducers, primary screen, AK release luminescence, single concentration; C. neoformans lysis, adenylate kinase release luminescence, 4 h; normalised: neutral wells 0, clomiphene wells 100; lysis activity, % at 15 µM; 360,000 tested, 0.2% active;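 active = mean lysis activity across replicates of at least 80%, whatever share of replicates individually reach that level; inactive = mean lysis activity below 80%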
#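 Material – Cryptococcus neoformans yeast cells · Quantity – 5 × 10^6 yeast cells/mL · Buffer or medium – YPD medium · Compound – single dose · Timing – 4 h static compound exposure, 37 °C, read 1 h post-reagent · Signal – adenylate kinase release luminescence · Read-out basis – lysis from increased AK signal · Benchmarks – Clomiphene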
# PGC1a acetyl inh: inhibitors of PGC1a acetylation signal, primary screen, cell-based, U2OS, AlphaScreen, inhibitor mode; 350,000 tested, 0.17% active; AlphaScreen anti-acetyl-lysine; with virally co-expressed GCN5 acetyltransferase; inhibition, % at 15.6 µM;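 active = every replicate shows inhibition of at least 40%; inconclusive = mean inhibition at least 40% but some replicate below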;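 also: 0% = neutral control wells and 100% = positive control wells; some results beyond the cut were filed as inactive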
# An asterisk follows results filed as active; ? = inconclusive; . = not tested or not shown; & = joins results of further samples; [ ] = another dose, or the depositor's remark.
SMILES,LGR2 antag,miR122 inh,CASP6 VEID inh,FN deposition inh,EWS-Fli inh,PAX8 reporter,Cneo AK release,PGC1a acetyl inh
O=C(Nc1ccc(NS(=O)(=O)c2ccc([N+](=O)[O-])cc2)cc1)c1ccco1,-8,23,2,3,.,5,1,-5
CCn1c(=O)cc(SCC(=O)NCc2ccc3c(c2)OCO3)c2ccccc21,0,1,4,.,9,.,2,-12
COc1ccc(CN(C)C[C@@H]2Oc3ccc(NC(=O)Nc4ccc5c(c4)OCO5)cc3CC(=O)N([C@@H](C)CO)C[C@H]2C)cc1,8,-9[16.7 µM],2,5,10,11,4,-10
Cc1nn(CC(=O)NNC(=O)c2ccc(Br)cc2)c(C)c1[N+](=O)[O-],-1,1,2,-1,1,-2,0,0
CCC(C)Nc1cc(C)c(C#N)c2nc3ccccc3n12 (configuration not stated),-12,-4,-2,-6,-21,11,2,10
O=C(N/N=C\c1ccc(-c2cccc(Cl)c2)o1)C(=O)NC1CCCC1,14,-3,-5,3,-4,18,-1,-3
COc1ccc(CNC(=O)C2Cc3c(-c4ccc5c(c4)OCO5)ccnc3O2)cc1OC (configuration not stated),3,4,-1,1,39,28,-1,-7
CN1C(=O)c2cc(NC(=O)c3cccc(F)c3)ccc2OC[C@H]2O[C@H](CC(=O)NCc3ccccc3Cl)CC[C@@H]21,-4,16[16.7 µM],2,6,10,-17,-3,-7
O=C(COC(=O)c1ccccc1)Nc1cccc(S(=O)(=O)N2CCCCC2)c1,6,-11,0,-7,-4,9,0,-2
COc1ccc2c(c1)OC[C@H]1[C@H]2N2C(=O)CN(Cc3ccc(Cl)cc3)C(=O)[C@@]2(C)[C@H]1c1ccccc1,20,2,0,9,9,19,-3,-9
C[C@@H]1CN([C@@H](C)CO)C(=O)c2cc(-c3cccc(C#N)c3)cnc2O[C@H]1CN(C)C,5,-4[16.7 µM],0,3,-8,.,2,0
C/C(Cl)=C\Cn1c(N2CCCC2)nc2c1c(=O)n(C)c(=O)n2C,-3,.,1,0,0,16,0,11
C[C@H]1CCCCO[C@H](CN(C)Cc2ccc3c(c2)OCO3)[C@@H](C)CN([C@@H](C)CO)C(=O)c2cc(NC(=O)Nc3ccc4c(c3)OCO4)ccc2O1,12,7[16.7 µM],-1,3,14,4,3,10
Cc1ccccc1S(=O)(=O)NCC[C@H]1CC[C@H](NS(=O)(=O)c2ccccc2C)[C@@H](CO)O1,2,27[16.7 µM],-1,.,-10,-5,56,-5
COc1ccccc1C(=O)Nc1ccc2c(c1)CCCN2C(=O)c1ccccc1,-7,-8,.,-12,-10,-34,-7,-9
C[C@@H]1CCCCO[C@@H](CN(C)C(=O)c2ccccc2)[C@H](C)CN([C@H](C)CO)C(=O)c2cc(NC(=O)Nc3cccc4ccccc34)ccc2O1,13,1[16.7 µM],9,.,6,.,52,13
Cc1ccc(S(=O)(=O)Nc2cccc3c2O[C@@H](CN(C)Cc2ccc(Cl)c(Cl)c2)[C@@H](C)CN([C@@H](C)CO)C3=O)cc1,0,60[16.7 µM],.,.,3,5,.,4
Cn1c(=O)cc(N)n(-c2ccccc2)c1=O,6,-4,-2,1,-7,-14,1,-4
O=C(NCC(c1ccco1)N1CCc2ccccc21)c1ccccc1 (configuration not stated),-5,.,52*,-1,0,-5,5,.
C[C@@H]1CN([C@@H](C)CO)S(=O)(=O)c2ccc(C#C[C@@H](C)O)cc2O[C@H]1CN(C)Cc1cccnc1,-1,5[16.7 µM],2,0,8,.,-3,0
Cc1cc(C)n2nc(SCC(=O)N/N=C/c3ccccc3F)nc2n1,8,3,1,.,8,.,-2,-14
Cc1noc(C)c1NC(=O)N(C)C[C@H]1Oc2ccc(NC(=O)NC(C)C)cc2CC(=O)N([C@H](C)CO)C[C@H]1C,-28,0[16.7 µM],-1,.,-17,-15,-1,4
COc1ccc(C(=O)Nc2cccc(C(=O)NCc3ccco3)c2)cc1,-14,.,2,-3,-17,-13,1,3
COc1nc(C)nc(NC(=O)NS(=O)(=O)c2ccc(C)cc2)n1,.,5,.,13,.,-1,2,14
COc1ccc(CCNC(=O)c2ccc(S(=O)(=O)N3CCCCC3)cc2)cc1,20,-6,-1,-2,2,-8,-1,0
CNC(=O)C[C@H]1CC[C@@H]2[C@@H](COc3ccc(NC(=O)c4ccc(F)cc4)cc3C(=O)N2C)O1,-6,-1[16.7 µM],.,.,-6,-16,.,3
COc1ccc(OCC(=O)Nc2c(C(=O)N3CCN(C)CC3)oc3ccccc23)cc1,-13,6,0,-2,.,-6,-1,2
CC(=O)N1CC2(C1)[C@H](c1ccc(-c3ccccc3C)cc1)[C@H](CO)N2C(=O)CC1CC1,4,.,0,.,-12,0,.,0
CN(C(=O)c1cccc(NC(=O)Cc2ccc(NC(=O)C3CCN(C(=O)CCc4ccccc4)CC3)cc2)c1)C1CCC1,-10,7,1,-2,5,18,0,12
CCc1nnc(NC(=O)c2nc(S(=O)(=O)Cc3cccc(C)c3)ncc2Cl)s1,-19,-19,6,12,.,28,-1,.
O=C(C1CCCCC1)N1CC(=O)N2[C@H](CO)[C@H](c3ccc(-c4ccccc4F)cc3)[C@H]2C1,-4,.,3,-8,-9,.,.,-2
Cc1ccc(S(=O)(=O)N(CC(=O)N(C)C)c2cccc([N+](=O)[O-])c2)cc1,14,10,-2,1,-10,17,2,.
O=C1COc2ccc(S(=O)(=O)NCCc3ccccc3)cc2N1,20,77,1,-12,0,14,1,-9
COc1cc2oc(=O)cc(CN3CCN(c4ccccc4OC)CC3)c2cc1Cl,25,-2,1,8,-12,-5,0,1
CC(=O)C(Sc1nccc(-c2cccs2)n1)C(C)=O,3,-3,1,-5,-14,5,-1,0
O=C(O)c1ccc(NC(=O)c2ccco2)c(NC(=O)c2ccco2)c1,-22,-8,14,5,1,-59,6,2
C[C@H](CO)N1C[C@H](C)[C@H](CN(C)CC2CC2)Oc2ccc(NC(=O)CCN3CCOCC3)cc2C1=O,-7&6,7[16.7 µM],-1&-17,-6,-11&-13,1,9&-2,-6&2
CCOC(=O)c1c(C)oc2ccc(OC(=O)c3cccs3)cc12,-1,.,1,.,2,1,.,.
COc1cc2c(C(=O)NCc3ccc4c(c3)OCO4)cn(C)c(=O)c2cc1OC,.,-8,.,-4,.,5,-2,-17
COc1ccccc1NS(=O)(=O)c1cc(NC(=O)C2CCC2)ccc1N1CCCCC1,14,78,2,0,13,7,2,-22

# Twelve entries already listed, ordered by molecular weight, smallest number first.
SMILES,LGR2 antag,miR122 inh,CASP6 VEID inh,FN deposition inh,EWS-Fli inh,PAX8 reporter,Cneo AK release,PGC1a acetyl inh
CC(=O)C(Sc1nccc(-c2cccs2)n1)C(C)=O,3,-3,1,-5,-14,5,-1,0
CCOC(=O)c1c(C)oc2ccc(OC(=O)c3cccs3)cc12,-1,.,1,.,2,1,.,.
O=C(O)c1ccc(NC(=O)c2ccco2)c(NC(=O)c2ccco2)c1,-22,-8,14,5,1,-59,6,2
Cc1ccc(S(=O)(=O)N(CC(=O)N(C)C)c2cccc([N+](=O)[O-])c2)cc1,14,10,-2,1,-10,17,2,.
COc1cc2c(C(=O)NCc3ccc4c(c3)OCO4)cn(C)c(=O)c2cc1OC,.,-8,.,-4,.,5,-2,-17
CC(=O)N1CC2(C1)[C@H](c1ccc(-c3ccccc3C)cc1)[C@H](CO)N2C(=O)CC1CC1,4,.,0,.,-12,0,.,0
COc1ccc(OCC(=O)Nc2c(C(=O)N3CCN(C)CC3)oc3ccccc23)cc1,-13,6,0,-2,.,-6,-1,2
O=C(C1CCCCC1)N1CC(=O)N2[C@H](CO)[C@H](c3ccc(-c4ccccc4F)cc3)[C@H]2C1,-4,.,3,-8,-9,.,.,-2
CCc1nnc(NC(=O)c2nc(S(=O)(=O)Cc3cccc(C)c3)ncc2Cl)s1,-19,-19,6,12,.,28,-1,.
COc1ccccc1NS(=O)(=O)c1cc(NC(=O)C2CCC2)ccc1N1CCCCC1,14,78,2,0,13,7,2,-22
CNC(=O)C[C@H]1CC[C@@H]2[C@@H](COc3ccc(NC(=O)c4ccc(F)cc4)cc3C(=O)N2C)O1,-6,-1[16.7 µM],.,.,-6,-16,.,3
CN(C(=O)c1cccc(NC(=O)Cc2ccc(NC(=O)C3CCN(C(=O)CCc4ccccc4)CC3)cc2)c1)C1CCC1,-10,7,1,-2,5,18,0,12

# (cont.)
SMILES,LGR2 antag,miR122 inh,CASP6 VEID inh,FN deposition inh,EWS-Fli inh,PAX8 reporter,Cneo AK release,PGC1a acetyl inh
Clc1ccc(-c2csc(N/N=C/c3ccc4c(c3)OCO4)n2)cc1,8,.,-1,.,10,12,.,.
COC(=O)c1cc(OC)c(OC)cc1NC(=S)N1CCCC(CO)C1 (configuration not stated),6,-1,.,13,.,.,2,-13
S=c1[nH]cnc2scc(-c3ccc(Br)cc3)c12,12,.,0,-8,36,31,.,.
C[C@@H]1CN([C@@H](C)CO)C(=O)c2cc(NS(C)(=O)=O)ccc2O[C@@H](C)CCCCO[C@H]1CN(C)C(=O)Nc1ccc(F)cc1,6,-1[16.7 µM],-9,5,5,-2,0,?
Nc1c(-c2cccc([N+](=O)[O-])c2)nc2ccccn12,-53,-3,.,.,-18,-80,.,.
COc1cc(OC)c(C2C(C(=O)N3CCOCC3)=C(C)NC3=C2C(=O)CC(C)(C)C3)cc1OC (configuration not stated),.,-9,.,3,.,-3,0,-7
CCNC(=O)Nc1ccc2c(c1)C(=O)N(C)[C@@H]1CC[C@@H](CC(=O)NCCOC)O[C@@H]1CO2,-7,50[16.7 µM],0,6,0,-15,6,1
CCOc1ccc(OCCCC(=O)N(CC)CC(=O)Nc2c(F)cccc2F)cc1,-6,6,1,7,0,12,-1,12
COC(=O)[C@@H]1C[C@@]2(O)[C@H](O)[C@H](O)[C@H](O)C[C@H]2N1CC(c1ccccc1)c1ccccc1,11,.,0,2,-9,-9,13,.
CC(C)N1CCN(Cc2ccncc2)CC1CCO (configuration not stated),-6,.,-5,7,2,11,.,4
CCN(CC(=O)Nc1ccc2c(c1)OCCO2)C(=O)/C=C/c1ccc([N+](=O)[O-])cc1,2,-2,0,13,-16,-30,0,-30
Cc1noc(C)c1NC(=O)Nc1ccc2c(c1)C(=O)N([C@H](C)CO)C[C@H](C)[C@@H](CN(C)C(=O)C1CCCCC1)OCCCC[C@@H](C)O2,15,7[16.7 µM],2,.,-6,-13,0,6
Cc1nc2nc(-c3ccc(F)cc3)cn2nc1C,-5,.,1,-4,20,3,.,.
